HT1080-NT tox = kills 2HG-producing HT-1080-NT fibrosarcoma cells; HT-1080-NT fibrosarcoma viability, CellTiter-Glo ATP luminescence, 48 h; Potency, µM (top dose mostly 46.1 µM), for inactives: at the highest dose activity, negative = less viability, hits mostly cytotoxic; 360,000 tested, 1.6% active;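 note: NT is the 2HG producing partner of a matched IDH1 knockdown line; potency is the fitted concentration of half-maximal effect; 0% = DMSO-treated cells and -100% = media-only wells without cells; nearly all actives have a fitted effect of over 55% in size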
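750 cells/well, RPMI + 5% FBS; 2 h settle, compound pin-transfer, 48 h at 37 degrees C. CellTiter-Glo 10 min RT, luminescence. Normalized to DMSO and media-only wells.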
IL-1B inflam inh = inflammasome signaling inhibition, IL-1 beta readout; THP-1 LPS/ATP IL-1B secretion, AlphaLISA, 16 h; stronger effect = lower value; activity change, % at 57.5 µM; 360,000 tested, 4.7% active; in the data active = activity change below about -50%; inconclusive = mostly about -30% to -49%; note: % is set by controls: 0 for no effect and ±100 for the full control effect
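THP-1 cells pretreated 1 hr with compounds (up to 57.5 uM final), then stimulated with LPS (250 ng/mL final) plus ATP (1.25 mM final); secreted IL-1B measured by AlphaLISA after 16 hr, decreased signal indicating inhibition.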
KB-3-1 tox = kills parental KB-3-1 adenocarcinoma cells; Potency, µM (titrated, usually from 46.1 µM), for the others: at the top dose activity change, negative = cytotoxic, usual class: cytotoxic; 400,000 tested, 1.4% active; KB-3-1 viability, CellTiter-Glo ATP luminescence, 72 h; AID 1347075; note: potency is the fitted concentration of half-maximal effect; % is set by controls: 0 for no effect and ±100 for the full control effect; nearly all actives have a fitted effect of over 60% in size
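Here the drug-naive KB-3-1 line serves as comparator for MDR sub-line selectivity; cells received compound titrations, 72 h at 37 °C, then CellTiter-Glo readout.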
HT1080 IDH1KD tx = HT-1080 IDH1 knockdown cell toxicity (counter line). HT-1080 IDH1 knockdown viability, ATP luminescence, 48 h. Potency, µM (doses to about 46.1 µM), without a hit: top-dose activity, negative = toxicity, hits mostly cytotoxic. 360,000 tested, 2% active;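 note: potency is the fitted concentration of half-maximal effect; 0% = DMSO wells and -100% = cell-free medium wells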
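HT-1080-IDH1KD cells (IDH1 knocked down), 750/well in RPMI with 5% FBS, treated with compound 48 h at 37 degrees C. Viability by CellTiter-Glo luminescence, normalised to DMSO and no-cell wells; concentration-response curves classed.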
SW480 rereplic = induces DNA re-replication in SW480 colon adenocarcinoma cells. SW480 DNA re-replication, Hoechst DNA content imaging, 48 h. AID 624297. 340,000 tested, 1.8% active. Potency, µM (series often up to 46.1 µM), without a hit: at the highest dose re-replication activation, actives largely listed as activators; note: potency is the fitted concentration of half-maximal effect; % of control where 0% means no effect; nearly all actives have a fitted effect of over 55% in size
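Hoechst fluorescence of nuclei (405 nm excitation, 500-530 nm emission) measured by plate-scanning imager after 48 hr compound exposure at 37 C; re-replication scored as increased number of nuclei with elevated intensity.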
HEK293 tox = cytotoxic in the GLP-1 receptor inverse agonist counter-screen. HEK293 cAMP-luciferase reporter cells, luminescence, 24 h. Potency, µM (top dose mostly 38.3 µM), for inactives: at the highest dose activity change, negative = inhibition, actives largely listed as inhibitors. 410,000 tested, 0.13% active;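 note: loss of luciferase light is scored as toxicity; potency is the fitted concentration of half-maximal effect; % is set by controls: 0 for no effect and ±100 for the full control effect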
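Step one: seed cells (200 cells/uL, DMEM with 10% Nu serum, 1% pen-strep). Step two: 12-hour incubation at 37 deg C. Step three: pin 23 nL compound, incubate 24 hr. Step four: add luciferase reagent, read luminescence 12 min later.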
D3 ag = activates the human D3 dopamine receptor. D3R DiscoveRx beta-arrestin cells, luminescence, 90 min. max activation, %. P35462. 410,000 tested, 0.58% active; in the data active = max activation above about 30%; note: 0% is about no effect; mostly tested at two doses, the higher about 12 µM
Target sequence (P35462 whole entry, looked up): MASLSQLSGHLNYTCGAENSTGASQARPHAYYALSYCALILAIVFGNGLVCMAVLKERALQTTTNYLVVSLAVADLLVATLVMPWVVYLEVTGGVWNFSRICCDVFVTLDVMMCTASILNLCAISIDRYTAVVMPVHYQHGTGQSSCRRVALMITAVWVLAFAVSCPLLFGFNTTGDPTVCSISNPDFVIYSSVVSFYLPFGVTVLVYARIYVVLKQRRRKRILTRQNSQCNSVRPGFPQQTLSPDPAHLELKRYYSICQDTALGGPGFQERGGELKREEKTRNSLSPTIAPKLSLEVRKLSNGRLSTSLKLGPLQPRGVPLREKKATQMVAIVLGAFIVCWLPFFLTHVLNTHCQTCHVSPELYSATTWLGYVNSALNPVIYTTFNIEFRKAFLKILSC
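Cells at 1500/well, incubated overnight, then treated with pinned compounds (dopamine as control) for 90 min at 37 degrees C. DiscoveRx reagent added for 30 - 60 minutes at room temperature; luminescence read.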
KB-V1 cytotox = KB-V1 MDR subline cytotoxicity; KB-V1 MDR cells viability, CellTiter-Glo, 72 h; Potency, µM (top dose mostly 46.1 µM), for the others: at the top dose activity change, negative = cytotoxicity, most hits filed as cytotoxic; 400,000 tested, 3.4% active; AID 1347076; note: potency is the fitted concentration of half-maximal effect; % is set by controls: 0 for no effect and ±100 for the full control effect; nearly all actives have a fitted effect of over 60% in size
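KB-V1, DMEM (no phenol red) + 10% FBS; cpd pin-transferred, titration series; 72 h, 37 degrees C; CellTiter-Glo, luminescence. Data normalized, curve-fit.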
MCF10A rereplic = DNA re-replication induction in MCF 10a cells; MCF 10A DNA re-replication, Hoechst nuclear intensity, 48 h; Potency, µM (titrated, usually from 46.1 µM), for the others: at the highest dose activity, positive = re-replication, most hits filed as activators; 350,000 tested, 2.9% active; AID 624296; note: potency is the fitted concentration of half-maximal effect; % of control where 0% means no effect; nearly all actives have a fitted effect of over 50% in size
An asterisk follows results filed as active; ? = inconclusive; . = not tested or not shown; & = joins results of further samples; [ ] = remark or other dose. Unless noted, calls come from the whole dose curve; as a rule, active = well fitted curve in the direction sought with a large enough effect; inconclusive = small, poorly fitted or top-dose-only effect, or another doubt; inactive = no such curve, though single readings can be large; an effect the other way counts as inactive or inconclusive.

entry	Molecule	HT1080-NT tox	IL-1B inflam inh	KB-3-1 tox	HT1080 IDH1KD tx	SW480 rereplic
1	COc1ccc(N2CC(NC(=O)c3ccc(S(=O)(=O)N4CCOCC4)cc3)CC2=O)cc1OC (stereo unspecified)	.	.	4%	.	.
2	Cc1nn(-c2ccccc2)c(C)c1NC(=O)COc1cc(F)ccc1[N+](=O)[O-]	5%	0	?	1%	-7%
3	CCOC(=O)C(C(=O)OCC)C(C(=O)OCC)N1CCOCC1 (stereo unspecified)	-6%	-16	?	?	16%
4	CCOc1cc(/C=C(/C#N)c2ccc(F)cc2)ccc1OCc1ccc(C(=O)O)o1	-3%	-14	9%	0%	-5%
5	CCC1(c2ccc(F)cc2)NC(=O)N(CC(=O)N2CCOCC2)C1=O (stereo unspecified)	14%	27	10%	16%	1%
6	COC(=O)CN1C(c2ccccc2)=Nc2ccc(Cl)cc2C1c1ccccc1 (stereo unspecified)	5%	-7	-4%	-3%	-6%
7	COc1ccc(S(=O)(=O)N(C)CC(=O)Nc2ccc3c(c2)OCO3)cc1OC	0%	-2	-2%	0%	0%
8	CCC(C)(C(=O)NC1CCCCC1)N(C)C(=O)c1ccccn1 (stereo unspecified)	11%	9	4%	21%	-4%
9	CNC1(C(N)=O)CCN(Cc2ccccc2)CC1	3%	-2	-1%	10%	-4%
10	CCOC(=O)c1ccc2c(c1)N(CC(=O)N(C)c1ccccc1)C(=O)c1ccccc1S2	.	.	1%	.	.

entry	HEK293 tox	D3 ag	KB-V1 cytotox	MCF10A rereplic
1	0%	1	-4%	.
2	-12%	1	?	2%
3	-5%	8	?	?
4	13%	30	5%	?
5	-4%	2	1%	-6%
6	-1%	-5	-17%	0%
7	2%	4	7%	1%
8	-7%	0	15%	0%
9	5%	-9	25%	2%
10	-6%	2	?	.

Pulled by structure from the entries so far (4):
entry	Molecule	HT1080-NT tox	IL-1B inflam inh	KB-3-1 tox	HT1080 IDH1KD tx	SW480 rereplic
2	Cc1nn(-c2ccccc2)c(C)c1NC(=O)COc1cc(F)ccc1[N+](=O)[O-]	5%	0	?	1%	-7%
8	CCC(C)(C(=O)NC1CCCCC1)N(C)C(=O)c1ccccn1 (stereo unspecified)	11%	9	4%	21%	-4%
7	COc1ccc(S(=O)(=O)N(C)CC(=O)Nc2ccc3c(c2)OCO3)cc1OC	0%	-2	-2%	0%	0%
1	COc1ccc(N2CC(NC(=O)c3ccc(S(=O)(=O)N4CCOCC4)cc3)CC2=O)cc1OC (stereo unspecified)	.	.	4%	.	.

entry	HEK293 tox	D3 ag	KB-V1 cytotox	MCF10A rereplic
2	-12%	1	?	2%
8	-7%	0	15%	0%
7	2%	4	7%	1%
1	0%	1	-4%	.

The results go on.
entry	Molecule	HT1080-NT tox	IL-1B inflam inh	KB-3-1 tox	HT1080 IDH1KD tx	SW480 rereplic
11	CC1CCCN(S(=O)(=O)c2cc(C(=O)NCCc3ccc(S(N)(=O)=O)cc3)ccc2Cl)C1 (stereo unspecified)	-17%	-22	?	-15%	-42%[inhibitor]
12	Cc1ccc(C2CC(=O)Oc3cc(C)c(Br)c(C)c32)cc1 (stereo unspecified)	-12%	19	15%	-9%	-15%
13	CCOc1ccc(C(C(=O)NC2CCCC2)N(CCCO)C(=O)c2ccc(-c3ccccc3)[nH]2)cc1 (stereo unspecified)	?	-21	2%	?	2%
14	Cc1cc(/C=C(/C#N)C(=O)Nc2ccc(Cl)cc2)c(C)n1-c1cccnc1	-6%	-3	-3%	-19%	17%
15	CCOc1ncccc1C(=O)OC(C)C(=O)NC(=O)NC1CCCCC1 (stereo unspecified)	-1%	45	-4%	-10%	-13%
16	CCc1ccc(CNC(=O)CCC(=O)N2Cc3cccc(OC)c3Oc3ncccc32)cc1	4%	-7	4%&1%	1%	-26%
17	CCOC(=O)C(=CNc1ccc(O)c(C(=O)OC)c1)C(=O)OCC	-1%	23	30%	10%	-2%
18	COc1ccc(-c2[nH]ncc2/C=N\NS(=O)(=O)c2ccccc2)cc1OC	3%	-1	3%	4%	3%
19	CCNc1nc(SCCOc2ccccc2)nc(N(C)C)n1	-14%	0	-17%	?	-5%
20	CC(C)Oc1ccc(C(CC(=O)NCc2ccco2)c2ccccc2)cc1 (stereo unspecified)	-17%	-26	-8%	3%	-2%

entry	HEK293 tox	D3 ag	KB-V1 cytotox	MCF10A rereplic
11	-13%	12	15%	29%
12	-7%	8	?	?
13	5%	-2	-13%	9%
14	7%	-1	-27%	?
15	-6%	11	-1%	?
16	6%&0%	8&-1	-13%&5%	5%
17	13%	57*	-1%	?
18	-12%	8	16%	-5%
19	4%	-3	7%	25%
20	6%	0	21µM*	-1%

More results.
entry	Molecule	HT1080-NT tox	IL-1B inflam inh	KB-3-1 tox	HT1080 IDH1KD tx	SW480 rereplic
21	Cc1ccc2nc3c(cc2c1)CN(Cc1ccco1)C(=NCC1CCCO1)S3 (stereo unspecified)	10%	-15	?	0%	?
22	Cc1ccc(-c2cc(=O)c3ccc(F)cc3[nH]2)cc1	-26%	77	0%	-3%	12%
23	Cc1ccc(S(=O)(=O)N(CC(=O)O)c2ccc(Cl)c(C(F)(F)F)c2)cc1	4%	13	3%	12%	-24%
24	COc1cc(Nc2cc(C)nc3nc(C)nn23)cc(OC)c1OC	-11%	-15	0%	1%	-12%
25	COc1cccc(C(N)=O)c1	3%	-4	0%	0%	-3%
26	Cc1ccc(S(=O)(=O)N2CCCCC2)cc1C(=O)N1CCCC1	-2%	-16	1%	5%	-3%
27	COc1cccc(OCCSc2nnc3sc4ccccc4n23)c1	0%	-11	3%	-4%	-7%
28	O=C1/C(=N\S(=O)(=O)c2cccs2)C([n+]2ccc(CCCc3ccccc3)cc2)=C([O-])c2ccccc21	-28%	50	-4%	?	?
29	CN(CC(=O)Nc1c(Cl)cccc1Cl)C(=O)c1n[nH]c2ccccc12	3%	0	10%	2%	-5%
30	CC(=O)Nc1cccc(-c2ccnc3c2CC(C(=O)NCc2ccc(F)c(F)c2)O3)c1 (stereo unspecified)	?	63	7.3µM*	?	.

entry	HEK293 tox	D3 ag	KB-V1 cytotox	MCF10A rereplic
21	-11%	-2	?	16%
22	-3%	-3	-8%	18%
23	6%	5	18%	-4%
24	-10%	-5	-2%	-9%
25	1%	5	0%	4%
26	-6%	1	2%	-3%
27	63%[activator]	-8	-29%	-2%
28	5%	5	?	11%
29	3%	11	-17%	0%
30	-28%	-9	?	.

As entered above.
Value of `O=C1/C(=N\S(=O)(=O)c2cccs2)C([n+]2ccc(CCCc3ccccc3)cc2)=C([O-])c2ccccc21` in D3 ag: 5
Value of `CCC1(c2ccc(F)cc2)NC(=O)N(CC(=O)N2CCOCC2)C1=O` (stereo unspecified) in D3 ag: 2
Value of `CCC(C)(C(=O)NC1CCCCC1)N(C)C(=O)c1ccccn1` (stereo unspecified) in SW480 rereplic: -4%

Next section
entry	Molecule	HT1080-NT tox	IL-1B inflam inh	KB-3-1 tox	HT1080 IDH1KD tx	SW480 rereplic
31	Cc1cc(O)c(C)c(O)c1/C=N/NC(=O)c1cccnc1	?	151	?	?	?
32	COCCCNC(=O)Cn1cc(/C=C(\C#N)C(=O)N2CCN(c3ccccc3)CC2)c2ccccc21	1%	-12	-3%	7%	4%
33	O=C(Cn1c(=O)ccc2cc(S(=O)(=O)N3CCCC3)ccc21)NCc1ccc(F)cc1	.	.	-10%	.	.
34	O=S(=O)(Nc1cccc(C(F)(F)F)c1)c1ccc(-c2cnc(C3CC3)o2)cc1	.	.	10µM*	.	.
35	O=C(CSc1nnc(-c2cccnc2)n1C1CCCCC1)NC1CCCCC1	9%	-6	8%	-2%	-9%
36	CCN(CCCNC(=O)CSc1cc(=O)n(CC)c2ccccc12)c1ccccc1	.	.	-14%	.	.
37	CCOC(=O)C1C(C(=O)OC)=C(C(=O)OC)c2ccccc2N1S(=O)(=O)C(F)(F)F (stereo unspecified)	23%	33	-1%	12%	8%
38	Cc1noc(N)c1C(=O)Nc1ccc(C(C)(C)C)cc1	?	21	0%	?	-4%
39	CCN(CC)S(=O)(=O)c1ccc(NS(=O)(=O)c2ccc(C)c(C)c2)cc1	4%	11	-20%	1%	0%
40	O=C(O)CN(c1ccccc1)S(=O)(=O)c1cc(C(F)(F)F)cc(C(F)(F)F)c1	-4%	2	-25%	3%	-3%

entry	HEK293 tox	D3 ag	KB-V1 cytotox	MCF10A rereplic
31	54%[activator]	6	11%	-5%
32	-15%	4	0%	-1%
33	-11%	-8	-21%	.
34	-25%	1	8.2µM*	.
35	4%	1	18µM*	3%
36	-3%	2	4%	.
37	2%	2	-8%	-12%
38	12%	4	3%	6%
39	0%	-2	?	7%
40	9%	-9	-31%	-3%

Further results
entry	Molecule	HT1080-NT tox	IL-1B inflam inh	KB-3-1 tox	HT1080 IDH1KD tx	SW480 rereplic
41	COc1ccc(N2C(=O)C(=O)/C(=C(/O)c3ccc(C)cc3)C2c2cccnc2)cc1 (stereo unspecified)	15%	15	27%	13%	-7%
42	CS(=O)(=O)NC1c2cccc3cccc(c23)C1N1CCOCC1 (stereo unspecified)	-20%	10	-4%	-19%[9.24 µM]	-2%
43	Cc1ccc(-n2ncc3c(N4CCC(C)CC4)ncnc32)cc1C	.	.	-2%	.	.
44	COc1ccc(CCC(=O)OCC(=O)Nc2ccccc2)cc1	0%	5	0%	-1%	-14%
45	CCOC(=O)C1(C)CCN1C(=O)CSc1ccccc1 (stereo unspecified)	26%	26	0%	?	.
46	COC(C(=O)N/N=C(\C)CC(=O)Nc1ccc(N(C)C)cc1)c1ccccc1 (stereo unspecified)	-20%	78	-8%	-24%	2%
47	CCOc1ccc(C(c2c(O)cc(C)n(Cc3ccco3)c2=O)N2CCN(C)CC2)cc1 (stereo unspecified)	.	.	1%	.	.

entry	HEK293 tox	D3 ag	KB-V1 cytotox	MCF10A rereplic
41	0%[1.53 µM]	6	-3%	0%
42	1%	-7	6%	-3%
43	5%	19	11%	.
44	0%	5	3%	-19%
45	-4%	9	4%	.
46	-5%	6	25%	-10%
47	0%	-5	2%	.

Compound activity from PubChem BioAssay.
